High-throughput results (PubChem)
Mm-Cpn inhibitor – Inhibitors of TCP-1 ring complex (TRiC) of Methanococcus maripaludis (MmCpn): qHTS | Chaperonin Mm-Cpn (Methanococcus maripaludis) | Potency, µM (titrated, usually from 76.9 µM), without a hit: at the highest dose activity, negative = inhibition, most hits filed as inhibitors | purified Mm-Cpn ATPase, ADP Transcreener TR-FRET | AID 504842, 2011 | 330,000 compounds, 0.031% hits; note: potency is the fitted concentration of half-maximal effect; % is set by controls: 0 for no effect and ±100 for the full control effect; nearly all actives have a fitted effect of over 80% in size
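TR-FRET (320 nm excitation; 590 and 665 nm emission) reports ADP made from 10 uM ATP by 25 nM enzyme; compounds were preincubated 10 min, reaction run 30 min, both at 37°C.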
CCT modulator – High-Throughput Screening for Modulators of Cytosolic Chaperonin Activity | purified chaperonin ATPase assay, HTRF ADP detection, 30 min | activity change, % (no concentration beside the values), hits read low | 360,000 compounds, 0.3% hits | AID 651819, 2012; in the data active = activity change below about -30%; note: % is set by controls: 0 for no effect and ±100 for the full control effect
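First, chaperonin was dispensed at 40 nM or 20 nM final depending on batch activity. Next, compounds were pinned at 76 uM and ATP added at 10 uM. After 30 min at 37 °C, ADP detection reagents ran 30 min at ambient temperature.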
WRN helicase inh – qHTS for Inhibitors of WRN Helicase; AID 651768, 2012; 360,000 compounds, 0.46% hits; Potency, µM (series often up to 114 µM), inactives show at the top dose activity change, negative = inhibition, hits mostly inhibitors; Bifunctional 3'-5' exonuclease/ATP-dependent helicase WRN (Homo sapiens), Q14191; WRN helicase unwinding, fluorescent forked duplex, kinetic; note: potency is the fitted concentration of half-maximal effect; % is set by controls: 0 for no effect and ±100 for the full control effect; nearly all actives have a fitted effect of over 55% in size
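WRN at 20 nM final was preincubated with compound for 15 min at room temperature; reaction started with 100 nM forked duplex oligonucleotide carrying fluorophore and quencher plus 2 mM ATP (final). Unwinding followed kinetically by red fluorescence (ex 525/em 598 nm).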
EPAC2 antag – qHTS for Antagonist of cAMP-regulated guanine nucleotide exchange factor 2 (EPAC2): primary screen; 360,000 compounds, 0.18% hits; EPAC2 GEF exchange of Rap1B-BODIPY-GDP, fluorescence; Rap guanine nucleotide exchange factor 4 (Homo sapiens), Q8WZA2; Potency, µM (series often up to 114 µM), for inactives: at the highest dose activity, negative = inhibition, hits mostly inhibitors; note: potency is the fitted concentration of half-maximal effect; % is set by controls: 0 for no effect and ±100 for the full control effect; nearly all actives have a fitted effect of over 45% in size; many of its hits are not listed in these tables
EPAC1 antag – qHTS for Antagonist of cAMP-regulated guanine nucleotide exchange factor 3 (EPAC1): primary screen; Rap guanine nucleotide exchange factor 3 (Homo sapiens), O95398; EPAC1 GEF assay, Rap1b-BODIPY-GDP exchange fluorescence; Potency, µM (doses to about 115 µM), for inactives: at the highest dose activity change, negative = inhibition, hits mostly inhibitors; 360,000 compounds, 0.14% hits;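 note: potency is the fitted concentration of half-maximal effect; plate controls were vehicle for no effect and positive control for full effect; nearly all actives have a fitted effect of over 50% in size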
PLK1 PBD inh – qHTS for Inhibitors of PLK1-PDB (polo-like kinase 1 - polo-box domain): Primary Screen. Serine/threonine-protein kinase PLK1 (Homo sapiens), P53350. Plk1 PBD binding of FITC phosphopeptide, fluorescence polarization. Potency, µM, for inactives: max response, negative = inhibition, most hits filed as inhibitors. 360,000 compounds, 2.8% hits. AID 720504, 2013; note: potency is the fitted concentration of half-maximal effect; series mostly up to about 57 µM; % is set by controls: 0 for no effect and ±100 for the full control effect; nearly all actives have a fitted effect of over 65% in size
Target sequence (P53350 whole entry, looked up, the tested form may be a part): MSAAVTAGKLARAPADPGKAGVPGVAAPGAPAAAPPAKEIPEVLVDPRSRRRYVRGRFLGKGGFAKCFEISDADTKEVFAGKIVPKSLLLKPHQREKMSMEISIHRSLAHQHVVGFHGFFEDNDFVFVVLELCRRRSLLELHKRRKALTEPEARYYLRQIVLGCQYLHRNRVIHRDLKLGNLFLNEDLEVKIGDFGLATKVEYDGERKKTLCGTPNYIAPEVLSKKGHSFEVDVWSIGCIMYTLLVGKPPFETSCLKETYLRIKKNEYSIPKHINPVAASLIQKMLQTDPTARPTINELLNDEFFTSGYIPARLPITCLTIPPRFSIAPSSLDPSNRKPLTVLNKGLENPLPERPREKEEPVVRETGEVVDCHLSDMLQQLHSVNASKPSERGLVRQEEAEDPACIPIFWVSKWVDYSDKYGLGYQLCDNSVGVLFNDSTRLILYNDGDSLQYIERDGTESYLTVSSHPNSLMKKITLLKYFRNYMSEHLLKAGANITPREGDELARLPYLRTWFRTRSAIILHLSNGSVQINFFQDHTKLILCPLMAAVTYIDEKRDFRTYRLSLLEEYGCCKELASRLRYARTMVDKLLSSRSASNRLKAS
PI5P4Ka inh – qHTS for Inhibitors of phosphatidylinositol 5-phosphate 4-kinase (PI5P4K) | Phosphatidylinositol 5-phosphate 4-kinase type-2 alpha (Homo sapiens), P48426 | AID 652105, 2013 | PI5P4Kalpha enzyme, ADP-Glo luminescence, 60 min; stronger effect = lower value | max response, % | 330,000 compounds, 1.2% hits; active = max response of -50% or lower; inconclusive = between -30% and -50%; inactive = -30% or higher; note: value at the top dose of about 77 µM; % is set by controls: 0 for no effect and ±100 for the full control effect
Target sequence (P48426 whole entry, looked up): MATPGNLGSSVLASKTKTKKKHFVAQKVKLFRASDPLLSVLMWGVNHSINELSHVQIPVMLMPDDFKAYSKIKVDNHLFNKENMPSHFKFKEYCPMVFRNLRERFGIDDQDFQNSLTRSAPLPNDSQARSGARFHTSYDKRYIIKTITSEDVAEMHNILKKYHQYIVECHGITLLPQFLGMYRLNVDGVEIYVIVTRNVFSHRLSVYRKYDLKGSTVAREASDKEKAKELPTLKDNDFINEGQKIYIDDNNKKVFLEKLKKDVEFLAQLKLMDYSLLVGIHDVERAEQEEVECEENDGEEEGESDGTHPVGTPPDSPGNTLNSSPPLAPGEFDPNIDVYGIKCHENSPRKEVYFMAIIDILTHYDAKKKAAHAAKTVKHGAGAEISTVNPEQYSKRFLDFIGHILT
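ADP-Glo luminescence end-point after a 60 min room-temperature kinase reaction. PI5P4Kalpha and substrate in HEPES pH 7.4 buffer with EGTA, 0.1% CHAPS and 5% DMSO; ATP at 5 microM final.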
EPAC1 ag – qHTS for Agonist of cAMP-regulated guanine nucleotide exchange factor 3 (EPAC1): primary screen. AID 720707, 2013. EPAC1 agonist qHTS, biochemical assay; response scale: 100% = response to 6.5 mM cAMP. Potency, µM (titrated, usually from 154 µM), for inactives: at the top dose activation, most hits filed as activators. 360,000 compounds, 0.073% hits. Rap guanine nucleotide exchange factor 3 (Homo sapiens), O95398; note: potency is the fitted concentration of half-maximal effect; nearly all actives have a fitted effect of over 60% in size
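Multi-concentration qHTS readout: loss of Rap1B-bound BODIPY-GDP fluorescence driven by 100 nM EPAC1 with excess GDP (50 uM), monitored kinetically at room temperature; agonist response expressed relative to 6.5 mM cAMP.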
* marks the source's active call; other numbers are inactive results; ? = inconclusive; nt = not tested or not shown; [ ] = dose if it differs, or a comment. Unless noted, calls come from the whole dose curve; as a rule, active = well fitted curve in the direction sought with a large enough effect; inconclusive = small, poorly fitted or top-dose-only effect, or another doubt; inactive = no such curve, though single readings can be large; an effect the other way counts as inactive or inconclusive.

SMILES	Mm-Cpn inhibitor	CCT modulator	WRN helicase inh	EPAC2 antag	EPAC1 antag	PLK1 PBD inh	PI5P4Ka inh	EPAC1 ag
Cc1ccc(-c2nnc(Cc3ccc([N+](=O)[O-])cc3)o2)cc1	2.5%	-1.5	-2.7%	2.8%	1.3%	-7.1%	1.0	3.0%
COc1ccc(OC)c(NC(=O)c2c3c(nc4ccccc24)CCC3)c1	0.5%	-0.5	-9.7%	3.4%	1.6%	-7.1%	nt	2.5%
Cc1ccc(-n2ncc3c2CC(C)(C)CC3NC(=O)CCc2ccncc2)cc1 (stereo not drawn)	0.7%	-3.6	-19.5%	0.1%	-6.4%	4.5%	-0.8	4.0%
C/C=C/c1ccc(OCC(=O)Nc2ccc(C(N)=O)cc2)c(OC)c1	-0.6%	-5.2	-7.1%	0.8%	-4.1%	-7.1%	-15.2	8.8%
OC(CN=c1sc2ccccc2n1CC(O)COc1ccccc1)COc1ccccc1 (stereo not drawn)	-1.5%	0.8	-12.1%	-4.0%	?	-2.2%	21.4	5.6%
O=C(NCCCn1ccnc1)c1ccc2ccccc2c1	0.7%	1.9	7.4%	7.0%	2.9%	0.8%	-4.2	-2.0%
CN(C)S(=O)(=O)c1cccc(-c2nn(-c3ccccc3)cc2/C=C(\C#N)c2nc3ccccc3[nH]2)c1	-5.1%	-15.9	-16.6%	1.4%	0.7%	-5.8%	-5.1	5.4%
CCCCn1nc(C(=O)Nc2c(C)n(C)n(-c3ccccc3)c2=O)c2ccccc2c1=O	-2.4%	0.6	6.3%	-8.9%	-17.5%	-1.3%	1.8	5.4%
Cc1noc(C)c1C(=O)N1CCC(C(=O)c2ccc(F)cc2F)CC1	0.4%	1.7	5.4%	13.2%	2.3%	0.4%	0.0	-4.5%
NS(=O)(=O)c1ccc(CCNc2ccn3nc(-c4ccc(OCCN5CCOCC5)cc4)cc3n2)cc1	nt	0.3	-14.9%	12.3%	-5.6%	-7.1%	3.7	3.8%
COc1ccc(C2C(C(=O)NCCN3CCOCC3)c3ccccc3C(=O)N2C)cc1OC (stereo not drawn)	1.9%	-1.0	-8.8%	0.1%	2.0%	3.9%	nt	1.6%
COc1ccc(/C=C/C(=O)N(CC(C)C)C2CCS(=O)(=O)C2)cc1 (stereo not drawn)	1.7%	-1.5	-1.0%	6.9%	9.0%	2.9%	0.7	0.1%
CC(CC(=O)c1ccccc1)=NCCCN=C(C)CC(=O)c1ccccc1	nt	-0.5	-6.9%	-10.7%	-4.5%	-12.7%	0.6	11.2%
CC(=O)NC1CC2CCCC(C1)N2CC(=O)Nc1ccccc1 (stereo not drawn)	2.3%	0.2	3.7%	-5.4%	-1.2%	-5.1%	nt	5.1%
CCOC(=O)c1sc(NC(=O)CSc2nnnn2-c2ccc(C)cc2C)nc1C	0.8%	-0.3	-7.3%	9.5%	-2.7%	-2.7%	-7.2	-1.4%
Cc1ccc(-c2nnc(Nc3ccc(CC(N)=O)cc3)c3ccccc23)cc1S(=O)(=O)NCCO	-1.8%	0.9	1.0%	4.9%	12.0%	-3.1%	-1.0	15.1%
Cc1nc(NC(=O)c2cc3ccccc3o2)sc1C	-4.5%	0.2	2.3%	1.9%	-21.0%	-22.9%	-6.2	-5.7%
CCOC(=O)N1CCC(N2CCCC(C(=O)c3cc(F)ccc3OC)C2)CC1 (stereo not drawn)	1.6%	-2.8	-7.2%	-19.2%	-6.1%	-24.9%	2.6	-5.5%
C=CCNC(=O)NC(=O)COn1nnc2ccc(S(=O)(=O)N(C)C)cc21	1.6%	-0.7	-6.6%	5.3%	-1.2%	1.1%	-4.0	1.0%
CC(C)(C)NC(=O)C(c1ccncc1)N(C(=O)CNC(=O)c1ccco1)c1ccc(F)cc1 (stereo not drawn)	-1.2%	-14.9	1.8%	0.6%	12.5%	-7.8%	-3.9	-0.6%
COc1ccc(C(=O)NCC(c2ccco2)N2CCOCC2)cc1OC (stereo not drawn)	1.5%	1.6	-5.7%	-0.4%	-3.0%	-7.6%	2.5	-5.8%
COc1ccc(N=C2SCC(c3ccc([N+](=O)[O-])cc3)=NN2CCO)cc1	0.6%	0.2	-4.8%	-29.0%	-17.0%	-1.2%	6.6	11.6%
COc1ccc(S(=O)(=O)N2CCc3ccccc32)cc1[N+](=O)[O-]	0.2%	-0.8	-3.6%	?	-1.8%	4.3%	1.3	2.2%
CSc1ccc(CN2CCC(C(=O)NCc3ccc(C)cc3)CC2)cc1	-0.1%	1.2	4.8%	6.7%	-1.6%	-19.0%	-4.2	-6.6%
Cc1ccc(NC(=O)CCl)c(C)c1	-1.8%	-7.8	8.5%	1.9%	-7.9%	-7.7%	-4.3	6.7%
COc1ccccc1C(=O)N1CCC(N2CCN(c3ccccc3)CC2)CC1	-2.1%	-0.3	-22.1%	5.1%	-8.2%	-1.7%	5.2	0.4%
COc1ccc(/C=N/NC(=O)c2cccc([N+](=O)[O-])c2)cc1O	-0.8%	0.7	-13.3%	1.3%	-22.6%	-20.1%	-0.2	-14.8%
CCCC(=O)Nc1nnc(Cc2ccccc2)s1	0.0%	1.5	-0.4%	-1.1%	-1.7%	-12.2%	1.4	8.8%
Cc1c(Cl)cnc(NC(=O)COC(=O)c2ccc3c(c2)OCO3)c1Cl	-9.9%	0.3	-25.5%	14.0%	-2.3%	-8.0%	-4.5	0.5%
O=C(NC(=O)c1ccc(F)cc1F)Nc1ccc(Cl)cc1	1.9%	0.6	5.2%	-5.7%	5.1%	-10.9%	4.4	7.4%
O=S(=O)(c1c(F)cccc1F)C1CCN(S(=O)(=O)c2ccc3c(c2)OCCO3)CC1	-2.1%	nt	nt	0.8%	-20.6%	nt	nt	-12.3%
Cc1ccc(S(=O)(=O)N(C)C[C@@H]2Oc3ccc(NC(=O)Cn4cnnn4)cc3C(=O)N([C@@H](C)CO)C[C@H]2C)cc1	0.3%	0.0	-2.3%	-3.7%	-5.9%	-12.4%	7.2	8.1%
CCOc1ccc(S(=O)(=O)NNS(=O)(=O)c2ccc(C)cc2C)cc1	-2.9%	-0.5	-28.9%	3.3%	-21.5%	-15.0%	5.4	-7.5%
Cc1nnc(SCC(=O)NC(C)(C)C)n1NCc1ccc(Cl)cc1	3.8%	0.1	-2.5%	-12.2%	-2.0%	-11.5%	10.3	4.1%
O=C(O)c1ccc(/C=N/O)cc1	-3.0%	0.0	-6.5%	-1.0%	5.6%	-5.0%	6.4	16.0%
NC(=O)c1cc(S(=O)(=O)NCc2ccc(Br)cc2)cs1	1.3%	0.6	-8.7%	-3.8%	-6.4%	-5.9%	-3.3	4.3%
O=C(c1ccccc1F)N1CCCC(C(=O)N2CCc3ccccc3C2)C1 (stereo not drawn)	0.8%	0.2	-3.0%	5.6%	-5.9%	-0.9%	-2.6	-0.9%
CN(CC(=O)Nc1cccc(F)c1)C(=O)CCCc1nc2ccccc2c(=O)[nH]1	1.9%	0.6	-4.8%	5.6%	-4.7%	-9.2%	-0.6	4.6%
Cc1c(NS(=O)(=O)c2cc(C(=O)NC(C)c3ccccc3)ccc2Cl)c(=O)n(-c2ccccc2)n1C (stereo not drawn)	1.1%	-3.9	-6.0%	-2.8%	3.3%	-6.6%	4.5	6.2%
Cc1ccc(S(=O)(=O)CC(=O)NC2CC2)cc1	-8.3%	1.8	-19.3%	11.4%	-11.0%	-3.8%	5.6	1.1%
COc1ccc(-c2nnc(SCC(=O)Nc3ccccc3OC)o2)cc1	0.3%	-3.7	-1.5%	-3.9%	-21.9%	-6.2%	nt	16.6%
O=C(O)CC1SC(N/N=C/c2ccc(Br)cc2)NC1=O (stereo not drawn)	2.4%	0.3	-4.4%	-11.1%	?	-22.7%	-19.3	1.3%
O=C1C(Cc2ccc(Br)cc2)SC(=Nc2ccccc2)N1c1ccccc1 (stereo not drawn)	-1.4%	-4.4	-6.4%	-17.0%	?	-17.6%	14.5	2.7%
COc1ccc(NC(=O)COC(=O)C2CC(=O)N(Cc3ccc(C)cc3)C2)cc1 (stereo not drawn)	0.2%	-3.8	7.5%	2.2%	-15.7%	-11.1%	-3.8	-1.3%
CCNC(=O)C1(C)CCN(C(=O)c2cccc(C(F)(F)F)c2)C1 (stereo not drawn)	nt	0.6	0.1%[57.1 µM]	0.1%	-8.7%	-5.3%	8.2	2.6%

An excerpt from further up:
SMILES	Mm-Cpn inhibitor	CCT modulator	WRN helicase inh	EPAC2 antag	EPAC1 antag	PLK1 PBD inh	PI5P4Ka inh	EPAC1 ag
NC(=O)c1cc(S(=O)(=O)NCc2ccc(Br)cc2)cs1	1.3%	0.6	-8.7%	-3.8%	-6.4%	-5.9%	-3.3	4.3%
O=C(c1ccccc1F)N1CCCC(C(=O)N2CCc3ccccc3C2)C1 (stereo not drawn)	0.8%	0.2	-3.0%	5.6%	-5.9%	-0.9%	-2.6	-0.9%
CN(CC(=O)Nc1cccc(F)c1)C(=O)CCCc1nc2ccccc2c(=O)[nH]1	1.9%	0.6	-4.8%	5.6%	-4.7%	-9.2%	-0.6	4.6%

Additional compounds.
SMILES	Mm-Cpn inhibitor	CCT modulator	WRN helicase inh	EPAC2 antag	EPAC1 antag	PLK1 PBD inh	PI5P4Ka inh	EPAC1 ag
Cc1cnc(C(=O)OCC(=O)Nc2ccc(Br)c(C)c2)cn1	-1.6%	-2.1	-3.7%	3.9%	0.2%	-12.5%	-5.9	6.8%
Cn1ccnc1SCC(=O)Nc1ccc2c(c1)OCCO2	-3.5%	2.9	7.5%	21.0%	23.6%	2.4%	-3.0	-0.4%
CCN(CC)C(=O)c1sc(N)c(C(=O)OC(C)C)c1C	0.6%	-1.6	1.6%	-2.0%	-4.6%	?	-1.0	-0.5%
CCc1cc(C(=O)NNC(=S)NCC2CCCO2)cs1 (stereo not drawn)	1.3%	0.2	-5.2%	2.6%	11.4%	-5.9%	nt	8.4%

The list is partial; count on the stated rates, not on these rows.
